# Screening data: PubChem BioAssay, several laboratories
# HIF act: HIF pathway transcriptional activation | U2OS HRE-luciferase reporter, luminescence; normalized: DMSO 0%, desferrioxamine 100% | activation, % at 7.5 µM (by protocol) | 0.32% of 300,000 active | AID 1910;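 active = mean activation of at least 10% of the iron chelator positive control signal, with at least half of replicates also reaching 10%; inconclusive = mean and replicate majority disagree about reaching 10%; inactive = mean and most replicates under 10%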
# HSP90 inh: inhibitors of HSP90 luciferase refolding in rabbit reticulocyte lysate | luciferase refolding luminescence, 3 h | inhibition, % at 5.6 µM | 0.91% of 290,000 active | AID 1789;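 active = inhibition above the screen-wide mean plus 3 SD, computed separately per campaign, cut at about 16% in these data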;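 also: 0% = DMSO wells and 100% = 60 µM geldanamycin wells; inhibitors lower the luminescence because luciferase stays unfolded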
# AI-2 QS modul: Vibrio harveyi AI-2 quorum sensing modulation; Vibrio harveyi JMH597 AI-2 luminescence/OD600 ratio, 9 h; hits give low values; strain lacks LuxN and CqsS sensors; 0 = neutral-control median; activity change, % at 7.5 µM; 0.4% of 300,000 active; AID 2094; in the data active = activity change below about -75%, passing the limit was not always enough; inconclusive = no clear call, values can overlap the other calls;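 also: luminescence divided by OD600 gain over 9 h not by final OD600 alone; inactives centre near 13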
# SKKanGAS inh: inhibitors of SKKanGAS S. pyogenes growth in kanamycin (SK-promoter or general growth effect); BacTiter-Glo, 6 h; inhibition, % at 7.5 µM; 1.3% of 300,000 active;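 active = mean replicate score, as percent of positive control median, at least 50; inconclusive = mean below 50 but one replicate at or above 50; inactive = mean and every replicate below 50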;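 also: strain carries kanamycin resistance gene driven by streptokinase promoter and grows in 40 µg/ml kanamycin; loss of luminescence reflects streptokinase promoter inhibition or plain growth inhibition; 0% = median of DMSO wells and 100% = positive control at its reference dose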
# Platelet DG rel: modulates dense granule release in human platelets; human platelet-rich plasma, SFLLRN dense granule ATP release, luminescence; inhibition, %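 (compounds screened at 7.5 µM in platelet-rich plasma)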; 0.22% of 300,000 active; AID 1663;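 active = mean replicate score, as percent of positive control, at or above 50; inconclusive = mean below 50 but at least one replicate at or above 50; inactive = mean and every replicate below 50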
# KLF5 inhibitor: suppresses KLF5 promoter-driven expression | DLD-1 KLF5 promoter-luciferase reporter, luminescence | inhibition, % at 5 µM | 0.23% of 290,000 active;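 active = inhibition above a per-plate limit of that plate's mean compound inhibition plus 3 SD, cut at about 60% in these data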;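 also: 0% = DMSO wells and 100% = LY294002 at 200 µM; higher means less KLF5 promoter-driven luciferase light; inactives centre near -14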
# IEC-6 tox: counter-screen for KLF5 inhibitors: cytotoxicity in IEC-6 cells. IEC-6 cytotoxicity, luminescence viability. inhibition, % at 5 µM. 0.78% of 290,000 active; in the data active = inhibition above about 22%;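 also: 0% = plate median of test compound wells and 100% = cytotoxic reference compound wells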
# aSyn 5UTR inh: MLPCN primary screen, SNCA 5' untranslated region; alpha-synuclein 5'UTR reporter, inhibitor activity; inhibition, % (tested at 7.5 µM); 0.82% of 300,000 active; AID 1813; in the data active = inhibition above about 60%; inconclusive = no clear call, values can overlap the other calls;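 also: H4 neuroglioblastoma cells stably carrying SNCA 5'UTR luciferase fusion; 0% = DMSO wells and 100% = positive control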
# HSF1 activator: increases HSF-1 driven luciferase reporter signal; NIH3T3-HGL HSF-1 luciferase reporter, MG132, 8 h; 100% = twice DMSO control signal; activation, % at 9 µM; 1.7% of 300,000 active; AID 504408;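 active = mean replicate activation of at least 50% with a set share of replicates each reaching 50%; inconclusive = only one of those two conditions met; inactive = mean below 50% and too few replicates reaching it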;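 also: 0% = median of the neutral control wells and 100% = twice that signal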
# HSF1 inh: HSF1 inhibition; NIH3T3-HGL HSE-luciferase, MG132-induced, luminescence 8 h; hits give low values; activity change, negative = inhibition, % at 7.5 µM (by protocol); 0.77% of 300,000 active;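 active = more than half of replicate wells show activity change below -50%, luminescence cut by over half; inconclusive = some wells, but at most half, below -50%; inactive = no replicate well below -50%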;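 also: luciferase reports HSF-1 transcriptional activity via heat shock element; 0% = median of DMSO wells and -100% = zero luminescence signal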
# * = called active by the depositor; u = inconclusive; x = no result given.
SMILES,HIF act,HSP90 inh,AI-2 QS modul,SKKanGAS inh,Platelet DG rel,KLF5 inhibitor,IEC-6 tox,aSyn 5UTR inh,HSF1 activator,HSF1 inh
Cn1c(=O)c2c(nc(SCc3ccc(F)cc3)n2C)n(C)c1=O,-0.2,-2,2,1,-8,-23,-2,14,6,9
COc1ccc(C)cc1NC(=O)NNC(=O)c1ccoc1C,0.0,-1,15,4,-8,-43,-4,20,-1,-2
CCOC(=O)C1CCN(C(=O)C2CCCN2S(=O)(=O)c2ccc(Cl)cc2)CC1 (stereo not given),0.4,2,20,6,8,3,2,17,-5,-12
COc1ccc(CNC(=O)Cn2cccc2C(=O)c2ccccc2C)cc1,2.6,-9,13,0,-38,-81,2,-101,28,13
Cc1ncsc1CCC(=O)N1CCCC(Nc2ccc(C(C)C)cc2)C1 (stereo not given),-0.1,6,2,-3,19,-12,-1,-15,-2,-2
O=C(CN1CCN(Cc2ccccc2)CC1)Nc1ccc(-n2cnnn2)cc1,-0.4,-6,6,-6,9,-16,-5,4,12,1
COc1ccc(CNC(=O)C(C#N)c2nc3ccccc3nc2N2CCN(C)CC2)cc1 (stereo not given),0.1,6,14,7,5,-31,2,25,-6,-1
Cc1ccccc1OCC(=O)NNC(=O)Nc1ccc(Cl)cc1,0.4,-1,-9,0,4,-1,67*,-48,-12,-10
CC(=O)Nc1ccc(NC(=O)CCC(=O)OCC(=O)c2cccc([N+](=O)[O-])c2)cc1,0.0,3,4,-11,1,-16,3,3,-10,-5
COC(=O)c1[nH]c2cc(OC)ccc2c1NC(=O)CCN1CCCCC1,-0.6,1,15,-4,-9,-11,-10,8,1,0
Cc1ncc([N+](=O)[O-])n1CC(=O)NCCc1ccccc1,0.1,-1,-2,-3,3,-26,5,11,-70,-62*
Cc1ccc(NC(=O)NN2CCOCC2)cc1,0.0,1,1,0,5,-31,-2,-28,1,-1
COc1cc(CNc2ccc3c(c2)OCCO3)ccc1OCC(N)=O,0.8,-2,2,-1,-21,-8,-3,7,-22,-16
O=C(CN1C(=O)CCSc2ccccc21)Nc1cccc(F)c1,-0.2,5,0,4,5,4,8,-23,-32,-20
O=C(Nc1cccc(F)c1)N1CCC(c2ccccc2)CC1,2.8,-4,9,-1,-4,-63,11,-109,24,0
CCCc1cnc(N2CCN(C(=O)c3ccc(OC)cc3)CC2)nc1,0.2,-5,16,-1,-4,-45,-2,-4,-2,0
NS(=O)(=O)c1ccc(CCNc2nc(CN3CCOCC3)nc3sc4c(c23)CCC4)cc1,-0.4,-2,16,-5,-10,3,-2,-19,17,-5
CCOC(=O)N1CCN(C(=O)c2ccc(N3CC4CC(C3)c3cccc(=O)n3C4)c(NC(=O)c3ccc(F)cc3)c2)CC1 (stereo not given),-0.1,-7,35,-12,-4,-18,-5,-5,9,2
COc1cccc(N/C=C/C(=O)c2ccc(OC)c(OC)c2)c1,0.8,-5,18,10,11,-94,1,-97,-44,-36
CC(=O)c1ccc(NC(=O)Cn2cnc(S(=O)(=O)N3CCc4ccccc43)c2)cc1,-0.2,-3,32,6,-11,-10,-5,7,-5,-4
O=C(Nc1cc(Cl)cc(Cl)c1)c1cnn2cccnc12,1.0,0,2,-1,-3,-13,8,-97,7,-3
C#CCNc1ccc(C(=O)OCC)cc1,0.2,0,26,-3,x,-52,4,-61,5,5
Cc1ccc(S(=O)(=O)Nc2ccc(S(=O)(=O)Nc3cc(C)nc(C)n3)cc2)cc1,-0.9,-4,32,x,-3,-9,1,22,5,6
O=C(NCC1CCCO1)c1ccc(COc2ccccc2)cc1 (stereo not given),2.0,-6,29,1,-9,-90,1,-78,-9,6
O=C(Cc1ccc(Cl)cc1)Nc1cc(S(=O)(=O)N2CCOCC2)ccc1N1CCCC1,-0.5,-2,30,6,3,-4,-7,10,18,-6
Cc1c(Br)c(=O)oc2c(Br)c(O)ccc12,-0.1,1,13,18,-4,-12,-4,2,-5,-8
CC(=O)Nc1ccc(NC(=O)[C@@H]2CCCN2S(=O)(=O)c2ccc3c(c2)OCCO3)cc1,-0.2,4,3,-1,-10,-30,-1,-10,-19,-6
Cc1nn(-c2ccccc2)c(C)c1C(=O)Oc1ccccc1,2.6,-1,-54,-6,28,-49,-4,-115,30,2
Cn1c(=O)cc(SCC(=O)N2CCN(c3ccccc3)CC2)c2ccccc21,-0.6,-6,10,2,-1,-10,9,-21,-1,8
CCCNC(=O)NC(=O)COC(=O)CNS(=O)(=O)/C=C/c1ccccc1,-0.5,-3,15,-4,0,11,-1,0,5,-1
CCOC(=O)C1(Cc2ccccc2)NC(c2ccccc2F)C2C(=O)N(CC)C(=O)C21 (stereo not given),0.2,1,14,-3,-1,-13,-10,-21,39,10
CCOC(=O)c1ccc(NC(=O)Cn2c(=O)oc3ccccc32)cc1,-0.1,-4,-20,-2,-3,-23,1,4,-2,3
NS(=O)(=O)c1ccc(NC(=O)c2cc(Cl)ccc2Cl)cc1,-0.1,-1,21,3,9,-17,-4,-8,12,6
C#Cc1cccc(C(=O)N2CCCC(C(=O)c3ccc(OC)cc3C)C2)c1 (stereo not given),1.7,1,37,-3,-1,-34,-5,-2,9,3
Cc1c(N2C(=O)C(=O)/C(=C(/O)c3ccc(Cl)cc3)C2c2ccccc2)c(=O)n(-c2ccccc2)n1C (stereo not given),-0.9,-6,15,-16,-11,10,-3,-18,1,3
Nc1nonc1-n1nnc(C(=O)N/N=C/c2cccc(F)c2)c1CN1CCCCCC1,-0.3,x,9,0,4,x,x,-21,-59,u
CC(NC(=O)COC(=O)C1CCC1)c1ccccc1 (stereo not given),-0.1,x,16,-3,-11,x,x,6,-11,-4
COc1cc(CN2CCC(n3nccc3NC(=O)c3ccccc3OC)CC2)ccc1F,-0.2,5,1,31,-6,-7,2,15,7,-5
COc1ccc(C(=S)N(C)C)cc1OC,0.0,0,3,3,1,-13,-6,26,-9,-6
C/C(=N\NC(=O)c1cccc(S(=O)(=O)N2CCCCC2)c1)c1ccc(C)o1,x,-1,17,x,x,1,-3,x,x,x
c1ccc2[nH]c(CN3CCCCCC3)nc2c1,-0.4,1,6,-1,5,-38,0,7,-4,0
COc1ccc(CCNC/C=C/c2ccccc2)cc1,-0.4,3,8,-2,0,-26,4,-5,-20,3
CC(CC(=O)NC1CCSC1=O)c1ccccc1 (stereo not given),0.0,-3,31,-4,-4,-19,-2,2,-26,-9
Cc1ccc(-n2c(=O)c3sccc3n(Cc3cc(=O)n4ccccc4n3)c2=O)cc1,0.0,-4,20,-5,10,-10,1,-4,42,3
Cc1c(NC(=O)Nc2ccc(C(C)C)cc2)c(=O)n(-c2ccccc2)n1C,-0.9,3,27,2,8,-17,9,-9,-11,-5
CC1=C(C#N)C(c2cn(-c3ccccc3)nc2-c2cccs2)C(C#N)=C(C)N1,-0.2,-2,14,-1,8,9,-4,-13,16,3
CC(Oc1ccc(Cl)cc1Cl)C(=O)Nc1ccc(N2CCN(C)CC2)cc1 (stereo not given),-0.1,2,2,-3,-2,20,-1,-7,12,3
Cc1ccc(-n2c(-c3ccccc3)c[nH]c2=S)cc1,1.3,1,4,-2,-5,-8,-7,-2,-5,-8
Cc1cc(NC(=O)C2C3C(=O)N(CC4CCCO4)C(C(=O)NC(C)(C)C)C34C=CC2(C)O4)no1 (stereo not given),-3.0,-1,16,3,-21,-7,-1,18,-3,-9
O=C(c1cc2cc(F)ccc2[nH]1)N1CCN(C(=O)c2ccco2)CC1,0.8,2,-84*,18,21,-18,2,-8,18,8
N#C/C(=C\c1c(N2CCN(c3ccccc3)CC2)nc2ccccn2c1=O)S(=O)(=O)c1ccccc1,0.5,-2,18,4,4,-2,-3,-2,10,-1
COc1ccc2oc(-c3ccc(NC(=O)c4ccc(N5CCOCC5)c([N+](=O)[O-])c4)cc3)nc2c1,0.0,1,-2,8,-6,10,10,-25,-2,3
CCCN(CCC)c1nc(-c2ccccn2)nc2ccccc12,5.2,1,55,97*,-2,34,93*,-45,-13,3
CCn1cnc2sc(C(=O)Nc3ccc4c(c3)OCO4)c(C)c2c1=O,1.8,0,36,5,8,-143,-2,-145,67*,33
Cc1cc(NC(=O)CSc2nc(CC(C)(C)C)nc3c2c(=O)n(C)c(=O)n3C)no1,0.2,-3,20,0,0,13,2,7,-14,-7
OCCCc1cn(Cc2ccccc2)c2ccccc12,-1.1,-2,-3,17,2,-26,4,17,-9,7
CC(NC(=O)C(C)N1C(=O)c2cccc([N+](=O)[O-])c2C1=O)c1ccccc1 (stereo not given),-0.4,-1,x,-3,11,-22,-3,21,-3,-7
COCc1c(C(=O)N/N=C\c2cccnc2)nnn1-c1nonc1N,-1.6,1,4,-1,-16,3,1,0,-9,-9
O=C(NCc1ccc2c(c1)OCO2)C(=O)NCC1OCCN1S(=O)(=O)c1ccc(Br)cc1 (stereo not given),0.0,4,5,u,6,-18,-7,25,9,1
COc1ccc(-c2nn(-c3ccccc3)cc2/C=C2/SC(=S)N(CCCC(=O)O)C2=O)c(C)c1,0.7,-3,89,46,15,-7,-11,-8,1,-5
# Further records follow:
SMILES,HIF act,HSP90 inh,AI-2 QS modul,SKKanGAS inh,Platelet DG rel,KLF5 inhibitor,IEC-6 tox,aSyn 5UTR inh,HSF1 activator,HSF1 inh
O=C(C[n+]1ccc(C(=O)c2ccccc2)cc1)Nc1ccc(C(F)(F)F)cc1,0.1,3,26,-2,14,-17,-4,-5,3,-4
CC(=O)c1cccc(NC(=S)NC(=O)Cc2ccccc2)c1,0.3,-2,-37,5,-5,-22,-1,-7,9,8
COc1ccc(CCNC(=O)C(=O)NCCOc2ccccc2)cc1OC,0.3,-2,24,-1,-2,7,-1,27,-5,-13
Cc1ccc(C2C(C#N)=C(N)Oc3c2sc2ccccc32)o1 (stereo not given),x,4,21,x,x,-11,-1,x,x,x
CCc1ccc(C(C)NC(=O)/C(C#N)=C\c2cn[nH]c2-c2ccccc2)cc1 (stereo not given),-0.7,2,5,6,5,10,1,1,28,7
O=C(CN(C(=O)C1COc2ccccc2O1)c1ccccc1)NCC1CCCO1 (stereo not given),-0.5,-2,2,-1,-1,-15,4,-12,17,-1
Cn1ncnc1SCc1cn2cccnc2n1,-0.1,3,27,7,-3,-47,1,3,-11,-6
CC(C)CCN(CC(=O)NC(C)(C)C)C(=O)C(=O)Nc1ccc2c(c1)OCCO2,0.3,-3,6,5,11,-11,2,-1,7,7
O=C(CN1CCNCC1)Nc1ccccc1Cl,-0.5,0,8,6,-4,10,6,-1,-30,-13
Cc1ccc(C(C(=O)NC(C)(C)C)N(C(=O)c2csnn2)C2CC2)cc1 (stereo not given),-1.1,8,-4,2,-2,-9,-2,-13,-9,-9
O=c1[nH]c2cc(Cl)c([N+](=O)[O-])nc2[nH]1,-0.5,4,9,3,14,-19,0,15,-6,-1
OCc1ccccc1OCCCOc1cccc2cccnc12,2.3,-1,28,-6,1,-61,-1,-83,34,15
COc1ccccc1NC(=O)COC(=O)c1ccc(S(=O)(=O)NCc2ccco2)cc1,0.1,-2,17,0,-13,-27,-2,-8,2,4
